Screening data from PubChem.
LRH-1 inv ag – suppresses constitutive activity of human LRH-1; O00482; HEK293T StAR-luciferase reporter, LRH-1 transfected, 24 h; inhibition, % at 3.6 µM; actives 0.13% (n = 360,000); AID 602396;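 active means inhibition above the mean inhibition of all tested compounds plus 3 SD, cut at about 73% in these data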;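 further: 0% = DMSO wells and 100% = reporter-only cells lacking LRH-1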
TWEAK Fn14 block – blocks TWEAK-Fn14 interaction in a reporter cell assay | TWEAK-stimulated Fn14 reporter cells, luciferase luminescence, 8 h | inhibition, % at 10 µM | actives 2% (n = 360,000) | AID 1159606; in the data active means inhibition above about 50%
NCOA1 inh – human NCOA1 inhibition; Q15788; HEK293 GAL4-SRC1 luciferase reporter, luminescence; inhibition, % at 3.6 µM; actives 0.12% (n = 360,000);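 active means inhibition above the campaign mean plus 3 SD, with each screening campaign given its own cutoff, cut at about 60% in these data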;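 further: 0% = DMSO treated cells and 100% = gossypol at 36 µM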
TRAIL sens C8 – sensitizes caspase-8 expressing cells to TRAIL; NB7+C8 cells + TRAIL, ATPlite viability luminescence; inhibition (viability loss, TRAIL sensitization), % at 10 µM; actives 1% (n = 360,000); AID 624354;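 active means compounds causing at least 50% loss of cell viability in the single-dose screen, relative to plate controls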
LMP1 NFkB inh – reduces LMP1-driven NF-kappaB luciferase signal. LMP1-induced NF-kappaB luciferase reporter cells, luminescence. inhibition, % at 12.5 µM. actives 0.69% (n = 350,000); in the data active means inhibition above about 41%;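 further: 0% = neutral control wells and 100% = reference inhibitor control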
NCOA2 inhibitor – human SRC2 (NCOA2) inhibition; Q15596; HEK293 GAL4-SRC2 luciferase reporter, luminescence; inhibition, % at 9 µM; actives 0.17% (n = 370,000); AID 651957;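 active means inhibition above the mean inhibition of all tested compounds plus 3 SD, set per campaign, cut at about 52% in these data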;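 further: 0% = DMSO treated cells and 100% = cells given Gossypol at 36 µM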
SRC3 inh – inhibitors of human steroid receptor coactivator 3 (SRC3). Q9Y6Q9. HEK293 GAL4-SRC3 luciferase reporter, luminescence. inhibition, % at 3.6 µM. actives 0.17% (n = 360,000);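 active means inhibition above a per-campaign cutoff, the mean of all compounds plus 3 SD, cut at about 60% in these data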;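 further: 0% = DMSO-treated cells and 100% = gossypol-treated cells at 36 µM; higher means less SRC3-driven luciferase light from the GAL4 reporter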
TROY NFkB inh – TROY signaling inhibition. Q293 LMP1-TROYcd NF-kB luciferase reporter, 4 h. inhibition, % at 10 µM. actives 0.98% (n = 360,000);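 active means compounds whose plate-normalised and pattern-corrected inhibition of the luciferase reporter signal at the single screening dose is 50% or more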
CF NFkB block – blocks PAF-induced NF-kB reporter in cystic fibrosis cells; KKLEB NF-kB-GFP reporter, GFP fluorescence overnight; inhibition, % at 5 µM; actives 0.86% (n = 360,000);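 active means at least 50% inhibition at 5 µM, scaled per plate between neutral and stimulator controls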;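 further: PAF is a Pseudomonas aeruginosa culture filtrate used as stimulus; plate controls were PAF-stimulated DMSO wells for no effect and unstimulated DMSO wells for full effect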
KKLEB cytotox – reduces viability of KKLEB cystic fibrosis airway cells; KKLEB CF airway cells viability, ATPlite luminescence, overnight; active compounds read low; cells stimulated with P. aeruginosa culture filtrate; activity change (cytotoxicity), % at 5 µM; actives 0.36% (n = 360,000);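 active means corrected activity change at or below -50% at 5 µM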
NR2F2 inh – NR2F2 (human) inhibition, primary screen. P24468. HEK293T NGFI-A luciferase reporter, luminescence. inhibition, % at 8.6 µM. actives 0.7% (n = 370,000). AID 686940;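 active means inhibition above a per-plate cutoff, mean inhibition of test wells between control levels plus 3 SD, cut at about 38% in these data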;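 further: cells cotransfected with COUP-TFII expression vector driving the NGFI-A reporter; 0% = median of COUP-TF2 test wells and 100% = reporter-only cells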
The depositor's hits bear a star; . = no result given.

#1 Cc1ccc(CCNC(=O)CN2C(=O)COc3ccc(S(=O)(=O)N4CCOCC4)cc32)cc1
#2 CCOc1ccccc1OCCCC(=O)NNC(=O)c1nn(C)c(=O)c2ccccc12
#3 COc1ccccc1NC(=O)c1ccc2nc(N3C(=O)CCC3=O)sc2c1
#4 O=C(CO/N=C/c1ccccc1OC(F)F)NCc1cccs1
#5 COc1cccc(CC2(CO)CCCN(Cc3ccc(-c4ccco4)cc3)C2)c1 (centres undefined)
#6 Cn1cccc1C(=O)OCC(=O)NC1CCS(=O)(=O)C1 (centres undefined)

entry no.,1,2,3,4,5,6
LRH-1 inv ag,19,1,3,5,-6,-3
TWEAK Fn14 block,2,-13,2,-6,1,-2
NCOA1 inh,-7,6,2,9,-14,9
TRAIL sens C8,10,-4,-5,-5,-4,2
LMP1 NFkB inh,0,0,-14,-2,3,-14
NCOA2 inhibitor,-1,-24,3,1,3,-25
SRC3 inh,-6,2,-5,0,0,-8
TROY NFkB inh,-16,-8,-9,1,1,-3
CF NFkB block,-6,4,-8,19,-12,-11
KKLEB cytotox,5,-12,8,-4,6,18
NR2F2 inh,-5,15,-11,2,4,-15

#7 Cc1cc(N=Cc2cc(Cl)ccc2O)no1
#8 Cn1cc(Br)c(C(=O)NNC(=O)c2cccc(Br)c2)n1
#9 Cn1c(O)c(C=NCCCCCC(=O)O)c(=O)n(C)c1=O
#10 Cc1ccnc(N/C=C(/NC(=O)c2ccccc2)C(=O)N/N=C\c2ccc(Cl)cc2)n1
#11 N/C(=N\OC(=O)c1ccc(Cl)cc1Cl)c1ccncc1
#12 CCC(C)C(CO)NCCCn1cnc2c(OCc3ccccc3)ncnc21 (centres undefined)

entry no.,7,8,9,10,11,12
LRH-1 inv ag,-39,-20,10,7,-39,22
TWEAK Fn14 block,-1,-1,11,-2,-10,-3
NCOA1 inh,0,-27,-21,-6,-63,7
TRAIL sens C8,-3,7,-11,-3,37,-4
LMP1 NFkB inh,2,-1,-1,13,-33,3
NCOA2 inhibitor,-21,-19,-4,12,-79,3
SRC3 inh,22,-15,14,0,-98,3
TROY NFkB inh,-4,-21,7,12,-20,-21
CF NFkB block,-5,-3,10,-1,-5,-23
KKLEB cytotox,-13,6,-1,1,-13,-2
NR2F2 inh,-2,-13,4,12,-36,-2

Part of the list above in order of number of heavy atoms, ascending.
#7 Cc1cc(N=Cc2cc(Cl)ccc2O)no1
#11 N/C(=N\OC(=O)c1ccc(Cl)cc1Cl)c1ccncc1
#10 Cc1ccnc(N/C=C(/NC(=O)c2ccccc2)C(=O)N/N=C\c2ccc(Cl)cc2)n1

entry no.,7,11,10
LRH-1 inv ag,-39,-39,7
TWEAK Fn14 block,-1,-10,-2
NCOA1 inh,0,-63,-6
TRAIL sens C8,-3,37,-3
LMP1 NFkB inh,2,-33,13
NCOA2 inhibitor,-21,-79,12
SRC3 inh,22,-98,0
TROY NFkB inh,-4,-20,12
CF NFkB block,-5,-5,-1
KKLEB cytotox,-13,-13,1
NR2F2 inh,-2,-36,12

Additional records:
#13 CCCc1nnc(SCC(=O)N2CCCC2)n1Cc1ccco1
#14 C/C(=N\NC(=S)Nc1ccccc1C)c1cc2ccccc2o1
#15 O=C1C(=O)N(Cc2cccnc2)C(c2cccc([N+](=O)[O-])c2)/C1=C(/O)c1ccc2c(c1)OCO2 (centres undefined)
#16 CCOC(=O)c1c(C)c(C(=O)Nc2ccccc2)c(C)n1CC
#17 Cc1cccc(C)c1Cn1c(C)c(C(=O)NCc2ccc([N+](=O)[O-])cc2)sc1=O
#18 COc1ccc(N(CC(=O)Nc2ccc3c(c2)OCCO3)S(=O)(=O)c2c(C)nn(C)c2C)cc1

entry no.,13,14,15,16,17,18
LRH-1 inv ag,-11,6,-1,-26,13,-20
TWEAK Fn14 block,-4,1,11,-23,23,13
NCOA1 inh,-9,-4,22,-27,-23,-2
TRAIL sens C8,3,9,3,14,-4,-11
LMP1 NFkB inh,-5,0,-7,2,.,3
NCOA2 inhibitor,-3,13,5,-45,6,-25
SRC3 inh,8,6,10,-26,5,-12
TROY NFkB inh,4,-5,-10,-46,26,9
CF NFkB block,-6,-14,-5,4,-10,-3
KKLEB cytotox,6,1,-3,1,17,-3
NR2F2 inh,5,14,16,-9,5,-6

#19 NC(=O)c1ccc(Oc2ncc(C(F)(F)F)cc2Cl)cc1
#20 COc1cccc(-c2nc3ccccc3c(=O)n2NC(=O)c2cccnc2Cl)c1
#21 CCNc1nc(Oc2ccc(Cl)cc2Cl)cc(C(F)(F)F)n1
#22 CCOC(=O)c1nn(C)c(=S)n(C)c1=O
#23 Cc1c(C)c2ccc(OC(C)C(=O)NCCN3CCOCC3)c(C)c2oc1=O (centres undefined)
#24 CCCC(C(=O)NC1CCCC1)N(Cc1ccc(F)cc1)C(=O)c1snc(C(N)=O)c1N (centres undefined)

entry no.,19,20,21,22,23,24
LRH-1 inv ag,-31,-11,9,-1,17,-9
TWEAK Fn14 block,-20,1,17,-43,-29,0
NCOA1 inh,-19,12,-1,11,-6,-19
TRAIL sens C8,4,6,1,-6,-5,-7
LMP1 NFkB inh,5,-12,0,1,-6,-6
NCOA2 inhibitor,-18,-13,-2,-8,-36,-26
SRC3 inh,12,8,4,-7,5,1
TROY NFkB inh,-5,-25,17,-18,-5,-1
CF NFkB block,-16,3,3,-26,9,-8
KKLEB cytotox,15,8,-28,35,7,-5
NR2F2 inh,0,23,-17,3,-17,6

#25 Cc1cc(C(=O)OC(C)C(=O)Nc2cccc(Cl)c2)on1 (centres undefined)
#26 N#CCCN(C(=O)COC(=O)CNS(=O)(=O)c1ccc2ccccc2c1)c1ccccc1
#27 CCOCCn1c(CN2CCN(CC)CC2)nc2c1c(=O)n(C)c(=O)n2C
#28 COc1ccc(N(C)S(=O)(=O)c2c(C)[nH]c(=O)[nH]c2=O)cc1
#29 O=C(CSc1nc(C(F)(F)F)cc(=O)[nH]1)Nc1ccc2c(c1)OCCO2
#30 CC1=N/C(=C\c2ccccc2Cl)C(=O)O1

entry no.,25,26,27,28,29,30
LRH-1 inv ag,-1,10,-20,16,12,7
TWEAK Fn14 block,11,4,-2,-2,27,-4
NCOA1 inh,5,7,-8,-2,3,-4
TRAIL sens C8,1,-6,7,4,1,2
LMP1 NFkB inh,-5,3,-11,-1,3,-2
NCOA2 inhibitor,-12,3,-23,-15,-8,0
SRC3 inh,11,16,13,8,9,12
TROY NFkB inh,8,8,-7,-13,14,17
CF NFkB block,-31,2,-40,12,-2,14
KKLEB cytotox,1,10,4,3,2,-15
NR2F2 inh,8,-7,-4,6,-2,9

#31 CC1=NN(C(=O)c2cccc(Cn3nc(C)c([N+](=O)[O-])c3C)c2)C(O)(C(F)(F)F)C1 (centres undefined)
#32 COc1ccc2cc(/C(C)=N/NC(=O)C3CC3)ccc2c1
#33 COc1cc(O)c(C(CC(=O)N2CCOCC2)c2cc(OC)c(OC)c(OC)c2)c(OC)c1 (centres undefined)
#34 O=C(/C=C/c1ccccc1)Nc1cccc(C(=O)NCCCCc2ccccc2)c1
#35 Cn1c(=N)n(CC(=O)c2cccs2)c2ccccc21
#36 Cc1ccccc1NC(=O)c1ccccc1

entry no.,31,32,33,34,35,36
LRH-1 inv ag,-1,-39,5,-16,-86,-10
TWEAK Fn14 block,16,11,8,40,-18,0
NCOA1 inh,-20,-55,-16,-16,-113,3
TRAIL sens C8,-4,16,-8,43,0,1
LMP1 NFkB inh,5,-23,4,-5,-34,0
NCOA2 inhibitor,.,-36,-3,0,-42,-24
SRC3 inh,1,-69,6,-22,-134,0
TROY NFkB inh,10,-54,-1,11,-30,-12
CF NFkB block,2,-9,29,2,-9,-7
KKLEB cytotox,6,-1,-9,7,-5,-5
NR2F2 inh,.,15,8,-16,-34,10

#37 Cc1cccc(NS(=O)(=O)c2cc([N+](=O)[O-])ccc2C)n1
#38 CN(Cc1nccs1)C(=O)C1CCC(=O)N(CCc2ccc(Cl)cc2)C1 (centres undefined)
#39 Cc1cc(C)c(NC(=O)C2=CCN(S(=O)(=O)c3ccc(F)cc3)CC2)c(C)c1
#40 COCCCNC(=O)CSc1nc2cc3c(cc2c(=O)n1CCCC(=O)NCc1ccc(OC)cc1)OCO3
#41 Cc1ccc(N2C(=O)CC(C)(C)CC2=O)cc1Cl
#42 COc1ccc(CC(=O)Nc2ccc(-c3ccc4nnc(C)n4n3)cc2)cc1OC

entry no.,37,38,39,40,41,42
LRH-1 inv ag,-7,2,13,-13,1,-13
TWEAK Fn14 block,17,-4,2,-1,-1,13
NCOA1 inh,-6,-20,-11,2,-14,-6
TRAIL sens C8,0,5,5,-1,-3,0
LMP1 NFkB inh,4,1,2,5,2,9
NCOA2 inhibitor,4,-29,-8,-38,8,-33
SRC3 inh,-7,-3,-28,12,-3,5
TROY NFkB inh,44,-3,4,-14,14,-5
CF NFkB block,1,-29,4,-12,-6,-41
KKLEB cytotox,7,-5,-8,-13,6,7
NR2F2 inh,-9,2,-10,-7,0,-66

#43 C/C(=N/N=C1\SCC(=O)N1c1ccccc1)c1ccc(C)cc1
#44 CSCCC(NC(=O)COc1ccccc1)C(=O)N1CCCC(C)C1 (centres undefined)
#45 COc1ccccc1NCC(=O)N/N=C(\C)c1ccc(Br)s1
#46 CCn1c(=O)c2c3c(sc2n(C)c1=O)CCC3
#47 COC(=O)c1ccc(COc2cccc(C)c2C)cc1
#48 COc1ccc(-c2nc3n(c(=O)c2C#N)CCS3)cc1

entry no.,43,44,45,46,47,48
LRH-1 inv ag,-1,-34,9,-7,-33,1
TWEAK Fn14 block,-2,-5,-14,13,-8,-1
NCOA1 inh,3,-3,-12,9,-38,2
TRAIL sens C8,0,25,8,24,18,0
LMP1 NFkB inh,4,-1,-18,1,-4,7
NCOA2 inhibitor,-7,-5,-16,-6,-21,28
SRC3 inh,0,-5,11,5,-16,5
TROY NFkB inh,-6,-21,3,4,-51,-11
CF NFkB block,3,-14,-16,-18,-4,7
KKLEB cytotox,-2,12,0,11,14,-7
NR2F2 inh,5,5,-1,23,-17,-12

Entries of single compounds as entered above. Order of screens: LRH-1 inv ag | TWEAK Fn14 block | NCOA1 inh | TRAIL sens C8 | LMP1 NFkB inh | NCOA2 inhibitor | SRC3 inh | TROY NFkB inh | CF NFkB block | KKLEB cytotox | NR2F2 inh
`COc1ccc(-c2nc3n(c(=O)c2C#N)CCS3)cc1` is listed as 1 | -1 | 2 | 0 | 7 | 28 | 5 | -11 | 7 | -7 | -12
`COC(=O)c1ccc(COc2cccc(C)c2C)cc1` is listed as -33 | -8 | -38 | 18 | -4 | -21 | -16 | -51 | -4 | 14 | -17
